Screening data as filed in PubChem.
mcGAS inh: mouse cGAS inhibition by luminescence; inhibition, % at 12.5 µM; recombinant cGAS, Kinase-Glo ATP depletion luminescence; Q8C6L5; actives 0.15% (n = 160,000);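 note: 0% = negative control wells and 100% = reference inhibitor with no enzyme activity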
NPYLR7 ag: activates Aedes aegypti NPYLR7 receptor. HEK293T NPYLR7/Galpha15, GCaMP6s calcium fluorescence. actives 0.15% (n = 270,000). activation, % at 10 µM; in the data active = activation above about 40%;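 note: 0% = vehicle and 100% = reference agonist at the receptor; some compounds past the cut are filed as inactive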
hcGAS inh: human cGAS inhibition; inhibition, % at 12.5 µM; recombinant h-cGAS, ATP depletion, Kinase-Glo luminescence; AID 1259398; actives 0.081% (n = 290,000);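 note: 0% = vehicle reaction and 100% = reaction without DNA for no activity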
Target sequence (Q8N884 whole entry, looked up): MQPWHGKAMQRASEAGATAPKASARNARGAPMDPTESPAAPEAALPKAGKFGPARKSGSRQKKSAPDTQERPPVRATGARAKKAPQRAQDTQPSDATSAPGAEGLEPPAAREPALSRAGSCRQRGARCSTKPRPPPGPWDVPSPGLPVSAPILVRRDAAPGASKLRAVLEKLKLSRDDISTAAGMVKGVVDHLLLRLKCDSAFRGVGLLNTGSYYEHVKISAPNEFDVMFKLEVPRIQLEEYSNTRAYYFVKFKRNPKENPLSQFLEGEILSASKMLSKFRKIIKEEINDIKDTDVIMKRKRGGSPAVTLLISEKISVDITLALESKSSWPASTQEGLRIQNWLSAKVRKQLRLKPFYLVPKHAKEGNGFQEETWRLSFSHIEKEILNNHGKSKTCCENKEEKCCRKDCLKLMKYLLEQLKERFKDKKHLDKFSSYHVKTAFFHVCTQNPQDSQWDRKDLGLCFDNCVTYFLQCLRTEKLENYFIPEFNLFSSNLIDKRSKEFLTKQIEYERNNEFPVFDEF
The depositor's hits bear a star; & = joins results of further samples. Cut-off read from the data, not from the text of the source, unless noted: active = inhibition above about 40%; inactive = the rest.

`COc1ccc2c(CN(C)Cc3cccc4ncccc34)[nH]nc2c1` gave NPYLR7 ag 3.5 and hcGAS inh -4.1.
`Cc1cc(NC(=O)Cn2c(=CC(=O)C(C)(C)C)sc(=Cc3cccs3)c2=O)no1` gave mcGAS inh -3.9, NPYLR7 ag -1.4 and hcGAS inh -4.7.
Screening NC(=O)CCn1ccc(NCc2ccsc2)n1 returned NPYLR7 ag -1.8 and hcGAS inh 2.2.
`O=C(/C=C/c1cnn(-c2ccccc2)c1)NC1CCS(=O)(=O)C1` (configuration not stated) gave mcGAS inh -14.8, NPYLR7 ag 6.7 and hcGAS inh -9.6.
`O=C(NCCCn1ccnc1)C1CCCN(C2CCN(C(=O)C3CC3)CC2)C1` (configuration not stated) gave mcGAS inh -12.2, NPYLR7 ag 2.4 and hcGAS inh -3.1.
For CNC(=O)c1cc(Nc2nnc(-c3ccc(C)c(S(=O)(=O)NC)c3)c3ccccc23)ccc1OC the results were NPYLR7 ag -21.4 and hcGAS inh 2.0.
`CCN1C(=O)CN([C@@H]2C[C@@H]3CO[C@H](c4ccccc4)C[C@@H]3C2)C1=O` gave mcGAS inh -6.5, NPYLR7 ag 30.8 and hcGAS inh -1.1.
`COc1cccc([C@@H](C)Nc2nncc(-c3ccccc3)n2)c1` gave mcGAS inh -3.9, NPYLR7 ag -0.1 and hcGAS inh -2.6.
For CCC(C)c1ccc(NC(=O)CN2CC3(CCNCC3)OC2=O)cc1 (configuration not stated) the results were NPYLR7 ag -0.2 and hcGAS inh -9.9.
For Cc1ccoc1C(=O)N1CCC2(CCCN(CCc3ccccc3)C2)C1 (configuration not stated) the results were NPYLR7 ag -3.7 and hcGAS inh -2.2.
For CNC(=O)C(C)Sc1nnc(-c2ccccc2)c2ccccc12 (configuration not stated) the results were mcGAS inh 4.8, NPYLR7 ag -9.5 and hcGAS inh 4.2.
`CCOC(=O)C1(CCc2ccccc2)CCCN(C(=O)CCc2cnn(C)c2)C1` (configuration not stated) gave NPYLR7 ag 6.0 and hcGAS inh -4.9.
For CCc1cc(=O)n(CC(=O)Nc2ccccc2)c(-n2nc(C)cc2C)n1 the results were mcGAS inh 15.6, NPYLR7 ag -0.5 and hcGAS inh -10.1.
`Cc1ccccc1C(=O)NCCn1nc(-c2ccncc2)ccc1=O` gave NPYLR7 ag 10.0 and hcGAS inh -6.6.
For CCCS(=O)(=O)N1CCc2c(nc(-c3ccncc3)nc2N(C)C)C1 the results were mcGAS inh -9.7, NPYLR7 ag 7.3 and hcGAS inh -4.0.
O=C(CC1COCCN1)NCc1ccc(N2CCCC2=O)cc1 (configuration not stated) was read as NPYLR7 ag -3.9 and hcGAS inh -3.6.
For CCC(C(=O)N(Cc1ccc(F)cc1)Cc1nc2cc(Cl)ccc2o1)c1ccccc1 (configuration not stated) the results were mcGAS inh -6.7, NPYLR7 ag 15.2 and hcGAS inh -2.6.
For C=C(C)COc1ccc(C(=O)NCCc2nc(C)c3c(n2)CCC3)cc1 the results were mcGAS inh -12.0, NPYLR7 ag 15.1 and hcGAS inh -6.3.
For CCOc1ccc(N2C(=O)CSC2c2cccc(F)c2)cc1 (configuration not stated) the results were NPYLR7 ag -8.0 and hcGAS inh -5.7.
`COc1cc(C#N)cc(Cl)c1OC` gave NPYLR7 ag -8.4 and hcGAS inh 2.4.
Screening COc1cccc(C(=O)Oc2ccc(-c3nc4cc(C)ccn4c3NC3CCCCC3)cc2)c1 returned mcGAS inh -2.3, NPYLR7 ag 0.1 and hcGAS inh -4.1.
`Cc1nc2n(n1)CCN(c1ncc(C(F)(F)F)cc1Cl)C2` gave mcGAS inh -15.7, NPYLR7 ag 8.7 and hcGAS inh -6.9.
Screening O=C(Cc1ccccc1O)NC1CCN(C(=O)C2CCCC2)C1 (configuration not stated) returned NPYLR7 ag 4.6 and hcGAS inh -8.2.
Screening O=C(O)C1=CC(=C(c2ccc(O)c(C(=O)O)c2)c2ccc(O)c(C(=O)O)c2)C=CC1=O returned mcGAS inh 106.3*, NPYLR7 ag -3.0&7.4 and hcGAS inh 79.7*.
For Cc1c(F)cc(C(N)=O)cc1NC(=O)c1cc(C)n(-c2ccccc2F)c1C the results were NPYLR7 ag 9.7 and hcGAS inh -7.0.
CC(Nc1ccc([N+](=O)[O-])cc1S(=O)(=O)N1CCOCC1)c1ccccc1 (configuration not stated) was read as mcGAS inh -6.5, NPYLR7 ag 9.0 and hcGAS inh -3.3.
Screening O=C(NCC1CN(c2cccc(Cl)c2)C(=O)O1)c1cccc(F)c1 (configuration not stated) returned NPYLR7 ag 1.2 and hcGAS inh -4.9.
For Cn1ccnc1C(NC(=O)COc1ccc(F)cc1)c1cccc(F)c1 (configuration not stated) the results were NPYLR7 ag 7.1 and hcGAS inh -2.5.
Screening OCCN(Cc1cccs1)Cc1cc(F)ccc1O returned NPYLR7 ag 8.1 and hcGAS inh -0.6.
CC(C)c1ccc(OCC2c3ccsc3CCN2C(=O)CN(CCN2CCCC2)C(=O)C2CCCC2)cc1 (configuration not stated) was read as mcGAS inh -4.4, NPYLR7 ag -3.2 and hcGAS inh -4.8.
`Cc1cccc(NC(=O)CCC2CCN(Cc3ccc(C)s3)CC2)c1` gave mcGAS inh -8.6 and hcGAS inh 0.8.
CCC(Sc1ncc(S(=O)(=O)c2ccccc2)c(=O)[nH]1)C(=O)Nc1cccc(C(F)(F)F)c1 (configuration not stated) was read as mcGAS inh -2.9, NPYLR7 ag -9.9 and hcGAS inh -5.3.
Cc1[nH]cnc1-c1nccn1C(CCn1cncn1)c1ccccc1 (configuration not stated) was read as mcGAS inh -0.5, NPYLR7 ag -2.7 and hcGAS inh 0.7.
CCSC1CCC(NC(=O)N2CCN(c3nccs3)CC2)C1 (configuration not stated) was read as NPYLR7 ag 0.5 and hcGAS inh 0.9.
`Clc1ccccc1-c1nc2c(N3CCOCC3)nccc2[nH]1` gave mcGAS inh -7.5, NPYLR7 ag -4.3 and hcGAS inh -5.3.
For CN(Cc1cc(C2CC2)on1)C(=O)c1csc2nc(-c3ccc(F)cc3)cn12 the results were mcGAS inh -16.2, NPYLR7 ag 0.4 and hcGAS inh -2.2.
Screening O=c1[nH]c(CNc2ccc(Br)cc2)nc2ccccc12 returned mcGAS inh -4.9, NPYLR7 ag 5.7 and hcGAS inh -5.0.
Screening O=C(C(c1cccnc1)N1CCOCC1)N1C[C@@H]2C3CCC(CC3)[C@@H]2C1 (some centres not stated) returned NPYLR7 ag 2.2 and hcGAS inh -1.2.
`COc1ccccc1CN1CCC(CN(CC(C)C)C(=O)c2sccc2C)CC1` gave NPYLR7 ag 0.5 and hcGAS inh -4.7.
For COc1cccnc1NC(=O)c1ccccc1Br the results were NPYLR7 ag -16.2 and hcGAS inh -2.3.
`CC1CCc2nc(NCCO)nc(C(F)(F)F)c2C1` (configuration not stated) gave NPYLR7 ag -4.2 and hcGAS inh -6.3.
`COc1ccc(F)c(-c2nc(CN(C)Cc3cnc(N)nc3)c(C)o2)c1` gave NPYLR7 ag 1.4 and hcGAS inh -8.5.
Screening CCc1cccc(N2C(=O)CSC2c2cccc(NC(=O)c3ccc(Cl)cc3Cl)c2)c1 (configuration not stated) returned mcGAS inh -1.9, NPYLR7 ag -2.8 and hcGAS inh -1.8.
CCOC(=O)N1CCN(C2CCCN(c3nc(C)ncc3CC)C2)CC1 (configuration not stated) was read as mcGAS inh -12.5, NPYLR7 ag -3.1 and hcGAS inh -7.8.
`COC(=O)C1CCN(C(=O)Cc2cc(-c3ccc(F)cc3)on2)CC1` gave mcGAS inh -10.2, NPYLR7 ag 2.8 and hcGAS inh -7.0.
For Cc1cc(C(=O)N2CCC(N3C[C@H]4C[C@H](C3)[C@H]3CCCC(=O)N3C4)CC2)n(C)n1 the results were mcGAS inh -0.4 and hcGAS inh 1.2.
Cc1cc(N2C(=O)C3C4CC(C(Br)C4Br)C3C2=O)no1 (configuration not stated) was read as mcGAS inh 0.7, NPYLR7 ag 0.4 and hcGAS inh -4.1.
`Cc1nnc(NC(=O)CCCN2C(=O)c3cccc([N+](=O)[O-])c3C2=O)s1` gave mcGAS inh 25.6, NPYLR7 ag 5.2 and hcGAS inh 4.3.
`Cc1cccc(C)c1OC1CN(C(=O)C2CCOCC2)C1` gave NPYLR7 ag 3.2 and hcGAS inh -4.5.
`NCCc1nc(NCc2ccccc2CN2CCCC2=O)c2ccccc2n1` gave NPYLR7 ag -11.9 and hcGAS inh -0.9.
CC(Oc1ccc2c(c1)OCO2)C(=O)NCCCn1nc(-c2ccc(F)cc2)ccc1=O (configuration not stated) was read as NPYLR7 ag 0.8 and hcGAS inh -3.5.
`Nc1ccn(-c2ccc(Cl)c(Cl)c2)n1` gave NPYLR7 ag 22.2 and hcGAS inh -0.6.
`O=C(NC1CCCCC1)c1ccc(-c2ccccc2)cc1` gave mcGAS inh -7.1, NPYLR7 ag 10.6 and hcGAS inh -10.5.
CCOC(=O)c1[nH]ncc1CN1CCC(Cc2cccc(OC)c2)(C(=O)OCC)CC1 was read as NPYLR7 ag 4.3 and hcGAS inh -1.3.
For N#Cc1ccc(NC(=O)c2cc3c(F)cccc3s2)nc1 the results were NPYLR7 ag 0.6 and hcGAS inh -7.3.
`O=C(Nc1ccc(C(=O)N2CCCC3CCCCC32)cc1)c1ccccn1` (configuration not stated) gave NPYLR7 ag 3.8 and hcGAS inh -11.8.
Screening CC(=C\c1ccccc1)/C=C1/N=C(c2ccc([N+](=O)[O-])cc2)OC1=O returned NPYLR7 ag -1.5 and hcGAS inh 2.2.
CC1(C)COC(c2cccn2Cc2ccc(F)cc2Cl)=N1 was read as NPYLR7 ag 9.1 and hcGAS inh -6.5.
Screening CC(C)(C)c1ccc2c(c1)CC(CNC(=O)c1ccccc1F)O2 (configuration not stated) returned mcGAS inh -5.3, NPYLR7 ag 2.7 and hcGAS inh -2.4.
For Cc1ccc(-n2ncc3c(C)nn(Cc4cccc(F)c4)c(=O)c32)c(C)c1 the results were NPYLR7 ag 3.3 and hcGAS inh -7.7.

Reprinted at random: 3 compounds from above, in no set order.
`NCCc1nc(NCc2ccccc2CN2CCCC2=O)c2ccccc2n1` gave NPYLR7 ag -11.9 and hcGAS inh -0.9.
Cc1cc(N2C(=O)C3C4CC(C(Br)C4Br)C3C2=O)no1 (configuration not stated) was read as mcGAS inh 0.7, NPYLR7 ag 0.4 and hcGAS inh -4.1.
`COc1ccc(F)c(-c2nc(CN(C)Cc3cnc(N)nc3)c(C)o2)c1` gave NPYLR7 ag 1.4 and hcGAS inh -8.5.

An excerpt from above in order of length of the SMILES, lowest first.
`Nc1ccn(-c2ccc(Cl)c(Cl)c2)n1` gave NPYLR7 ag 22.2 and hcGAS inh -0.6.
`O=C(Nc1ccc(C(=O)N2CCCC3CCCCC32)cc1)c1ccccn1` (configuration not stated) gave NPYLR7 ag 3.8 and hcGAS inh -11.8.
CCOC(=O)c1[nH]ncc1CN1CCC(Cc2cccc(OC)c2)(C(=O)OCC)CC1 was read as NPYLR7 ag 4.3 and hcGAS inh -1.3.
CC(Oc1ccc2c(c1)OCO2)C(=O)NCCCn1nc(-c2ccc(F)cc2)ccc1=O (configuration not stated) was read as NPYLR7 ag 0.8 and hcGAS inh -3.5.

(listing goes on)
For CC(NC(=O)c1coc(CN(Cc2cccc(Oc3ccccc3)c2)Cc2ccc3c(c2)OCO3)n1)c1ccccc1 (configuration not stated) the results were mcGAS inh -4.0, NPYLR7 ag 11.1 and hcGAS inh -3.4.
`O=C(C(c1ccccc1)n1cccc1)N1CCC(Oc2ccc(C(F)(F)F)cc2)CC1` (configuration not stated) gave NPYLR7 ag 1.0 and hcGAS inh 0.3.
O=C(NCCNC1CCC2(CCNCC2)CC1)c1ccc(F)cc1 was read as mcGAS inh -15.4, NPYLR7 ag -5.7 and hcGAS inh -5.2.
Screening CCNC(=O)C1(C)CCCN1C(=O)c1ccno1 (configuration not stated) returned mcGAS inh -4.8, NPYLR7 ag 1.0 and hcGAS inh -11.9.
For CCCN(CC(=O)N1CC(=O)N(c2ccc(Cl)cc2)C1)S(=O)(=O)c1ccc(OC)cc1 the results were mcGAS inh 2.2, NPYLR7 ag 3.5 and hcGAS inh 3.4.
Screening CCc1nc(C)nc(N2CCN(S(C)(=O)=O)CC2)c1Cc1ccccc1F returned mcGAS inh -4.8, NPYLR7 ag 32.7 and hcGAS inh -7.4.
For CCOC(=O)c1cnc(-c2cccnc2)nc1N(C)C(C)c1ccccc1 (configuration not stated) the results were mcGAS inh -5.1, NPYLR7 ag 0.5 and hcGAS inh -4.0.
O=C(NC1CC1)C1CCCN(C2CCN(C(=O)CCc3cnccn3)CC2)C1 (configuration not stated) was read as NPYLR7 ag 16.7 and hcGAS inh -2.1.
`O=[N+]([O-])c1cc(CS(=O)(=O)Oc2ccc(Cl)cc2)c(O)c([N+](=O)[O-])c1` gave NPYLR7 ag -2.0 and hcGAS inh 4.1.
For Cc1nc(CCN(C)S(C)(=O)=O)n(C2CCCCC2)n1 the results were mcGAS inh -5.5 and hcGAS inh -8.4.
Screening Cn1c(-c2cccnc2)cc2cnc(Nc3cccc(S(C)(=O)=O)c3)cc21 returned mcGAS inh -6.4, NPYLR7 ag 6.0 and hcGAS inh -4.3.
CC(C)CC(=O)NCC1CCN(c2ccc(Cl)cc2)C1 (configuration not stated) was read as NPYLR7 ag 7.2 and hcGAS inh -17.7.
Screening COc1ccc(CNC(=O)c2ccc3c(=O)n4nc(Nc5ccccc5C)sc4nc3c2)cc1 returned NPYLR7 ag 2.8 and hcGAS inh -3.8.
Screening COCCN(Cc1ccc(OC)cc1)c1c(C)nc2ccc(C(=O)NCCNC(C)=O)cn12 returned mcGAS inh -2.8, NPYLR7 ag -6.4 and hcGAS inh -7.9.
For COc1ccc(OC)c(C(O)c2coc3ccc(O)c(CN4CCOCC4)c23)c1 (configuration not stated) the results were NPYLR7 ag 14.3 and hcGAS inh -6.6.
For CC(NC(=O)CCCc1nc2ccccc2c(=O)[nH]1)c1ccccc1Cl (configuration not stated) the results were NPYLR7 ag 1.2 and hcGAS inh -4.8.
